Assay outcomes deposited in PubChem by several laboratories.
Pemphigus Ab inh – inhibitors of pemphigus antibody binding to DSG3, primary screen, biochemical, bead-based, flow cytometry, scFv-GFP; Desmoglein-3 (Homo sapiens), P32926; DSG3-coupled beads, scFv-anti-DSG3-GFP binding; hits give low values; binding (percent of control), % at 10 µM; 0.48% of 310,000 active;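 active = binding more than 3 SD below its plate's average and above zero; inconclusive = below that plate limit but binding exactly zero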;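 note: hits lower antibody fragment binding to DSG3; some compounds called inactive have numbers as strong as hits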
SR-BI DiI-HDL act – activators of SR-BI mediated DiI-HDL uptake, primary screen, ldlA[mSR-BI] CHO cells, DiI fluorescence; 3 h; 100 = double the neutral-control signal; activation, % at 12.5 µM; 0.096% of 320,000 active; AID 504775, 2011;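 active = mean replicate activation of at least 60% and every replicate at or above 60%; inconclusive = mean or all-replicate condition met, but not both; inactive = mean below 60% and not all replicates reaching 60%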;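 note: 0% = median plate neutral-control signal and 100% = twice that signal; values of inactives mirror those of a sister screen read the other way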
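Material: SR-BI-overexpressing, LDLR-lacking CHO cells; schedule: compound exposure 3 h, 37 °C; reagent: DiI-labelled HDL at 10 µg/mL final; technique: bottom-read fluorescence, 550/595 nm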
PKA-R2B act – activators of PKA-R2B holoenzyme, primary screen, biochemical, fluorescence polarization, Cy5-IP20, human | 0.079% of 340,000 active | activation, % at 11.4 µM | cAMP-dependent protein kinase catalytic subunit beta (Homo sapiens) + cAMP-dependent … | PKA-R2B holoenzyme dissociation; R2B truncated from residue 108, S112A mutant; 0% DMSO only, 100% 113 µM cGMP | AID 504700, 2011;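 active = activation above a cutoff set at the mean over all compounds plus 3 SD, cut at about 18% in these data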;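 note: higher means more holoenzyme dissociation and a rise in polarization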
Target sequence (P31323 whole entry, looked up, other chains not shown, the tested form may be a part): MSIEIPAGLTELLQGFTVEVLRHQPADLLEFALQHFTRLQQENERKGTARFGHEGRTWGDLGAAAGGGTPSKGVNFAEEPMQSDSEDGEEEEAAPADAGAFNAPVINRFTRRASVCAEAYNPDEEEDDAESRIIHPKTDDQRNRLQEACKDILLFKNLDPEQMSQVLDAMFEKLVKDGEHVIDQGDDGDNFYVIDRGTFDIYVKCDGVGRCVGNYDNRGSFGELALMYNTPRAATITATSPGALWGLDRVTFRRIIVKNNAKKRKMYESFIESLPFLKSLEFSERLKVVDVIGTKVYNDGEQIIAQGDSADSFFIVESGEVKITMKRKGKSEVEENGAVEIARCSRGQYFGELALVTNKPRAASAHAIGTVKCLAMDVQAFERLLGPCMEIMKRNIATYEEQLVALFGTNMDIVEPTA
dFosB act – activators of delta FosB homodimer, primary screen, biochemical, fluorescence polarization, TAMRA-CDK5 oligo, single point; purified delta FosB; percent of positive-control signal above neutral wells; AID 493131, 2011; 0.99% of 340,000 active; activation, % at 25 µM; Protein FosB (Mus musculus), P13346;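 active = mean activation above about 17%, with every replicate also reaching it, limit read from the data, passing the limit was not always enough; inconclusive = only one of the two conditions met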;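 note: fluorescence polarization rise as delta FosB binds a TAMRA Cdk5 AP-1 oligo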
Target sequence (P13346 whole entry, looked up): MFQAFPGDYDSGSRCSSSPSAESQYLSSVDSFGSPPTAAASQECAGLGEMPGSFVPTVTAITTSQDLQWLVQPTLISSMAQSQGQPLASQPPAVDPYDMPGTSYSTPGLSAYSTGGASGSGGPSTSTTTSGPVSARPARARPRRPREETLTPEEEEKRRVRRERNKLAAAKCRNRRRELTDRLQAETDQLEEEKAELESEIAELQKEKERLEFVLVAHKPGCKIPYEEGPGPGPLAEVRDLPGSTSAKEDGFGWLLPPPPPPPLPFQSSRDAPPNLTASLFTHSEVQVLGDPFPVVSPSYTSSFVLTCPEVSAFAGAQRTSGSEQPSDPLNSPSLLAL
PKA-R1A act – activators of PKA-R1A holoenzyme, primary screen, biochemical, fluorescence polarization, Cy5-IP20, bovine R1A, mouse PKAc; cAMP-dependent protein kinase type I-alpha regulatory subunit (Bos taurus) + …; PKA-R1A dissociation; scaled: DMSO 0%, 113 µM cGMP 100%; activation, % at 11.4 µM; 0.083% of 340,000 active; AID 504707, 2011;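 active = percent activation above the mean of all tested compounds plus 3 SD, cut at about 19% in these data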;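 note: higher means more PKAc released from R1A so a rise in polarization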
NSD2 inh – NSD2 histone methyltransferase inhibitors, primary screen, biochemical, AlphaScreen, single concentration, set 2 | Histone-lysine N-methyltransferase NSD2 (Homo sapiens), O96028 | NSD2 peptide methylation, 120 min | inhibition, % at 12.5 µM | 0.54% of 310,000 active | AID 743445, 2014; in the data active = inhibition above about 50%
Arrestin-AP2 inh – inhibitors of beta-arrestin/AP2 binding, primary screen, biochemical, GPCR trafficking, flow cytometry | FITC-arrestin peptide / GST-AP2 beads; AP2 beta2 appendage carries R879A mutation | inhibition, % at 10 µM | 0.31% of 340,000 active;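 active = inhibition above a set limit, near 3 SD of compounds lacking own fluorescence, cut at about 54% in these data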;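 note: plate controls were DMSO wells for no effect and 5 µM unlabelled arrestin peptide for full effect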
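System: GST-AP2 R879A glutathione beads | Also added: FITC-arrestin peptide, 50 nM | Times: 12 min plus 1 h, RT | Signal: Bead flow cytometry, FITC channel | Buffer or medium: PBS with 0.05% Tween 20 and 0.1% BSA | Read-out basis: Percent drop in bead-associated FITC signal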
CDK5 p35 inh – inhibitors of human CDK5/p35 kinase, primary screen, biochemical, single concentration; Cyclin-dependent kinase 5 (Homo sapiens) + Cyclin-dependent kinase 5 activator 1 (Homo …; Recombinant CDK5/p35, ADP-Glo luminescence, 60 min; inhibition, % at 10 µM; 0.01% of 330,000 active; AID 488839, 2010;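 active = highest replicate inhibition of at least 50% and at least 75% of replicates reaching 50%; inconclusive = only one of the two criteria met; inactive = both criteria failed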;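 note: plate controls were DMSO neutral control for no effect and GW8510 at 10 µM for full effect; many of its hits are not listed in these tables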
SUMO Mot1 rescue – yeast Mot1-301 growth rescue at high temperature, primary screen, SUMOylation pathway inhibitor project, S. cerevisiae, ATP luminescence, 38.5C; S. cerevisiae Mot1-301 growth rescue; percent above DMSO median, 100 means doubled; growth rescue, % at 18.8 µM; 1% of 320,000 active; AID 2716, 2010;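 active = every valid replicate shows activation above 250% relative to neutral control wells; inactive = the rest, any valid replicate at or below 250%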;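 note: OY570 slx delta 5 strain wells were the positive control but not used for scaling; some compounds called inactive have numbers as strong as hits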
MITF act – activators of MITF-driven TRPM1 promoter reporter, primary screen, cell-based, SK-MEL-5, luciferase, single point | SK-MEL-5 TRPM1-promoter luciferase, 24 h; % of positive control, neutral wells = 0 | activation, % at 12.5 µM | 0.75% of 300,000 active | AID 588334, 2011;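 active = mean activation of at least 80% with every replicate also reaching 80%; inconclusive = mean reaches 80% but some replicate falls short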;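 note: 0% = neutral control wells and 100% = parthenolide positive control wells; values of inactives mirror those of a sister screen read the other way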
SR-BI HDL uptake – inhibitors of SR-BI mediated HDL lipid uptake, primary screen, ldlA[mSR-BI] cells, fluorescence, single point. Scavenger receptor class B member 1 (Mus musculus), Q61009. ldlA[mSR-BI] CHO cells, DiI-HDL uptake fluorescence, 3 h. inhibition, % at 12.5 µM. 0.96% of 320,000 active;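 active = mean replicate inhibition of at least 70% and a set share of replicates each scoring 70 or more; inconclusive = meets just one of the two criteria; inactive = fails both criteria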;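 note: 0% = median of neutral control wells and 100% = median of positive control wells; values of inactives mirror those of a sister screen read the other way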
Starred values were filed as active, the others as inactive; ? = inconclusive; . = not tested or not shown. Outcome played no part in choosing rows. About 4.7% of those tested had a hit in this group.

SMILES	Pemphigus Ab inh	SR-BI DiI-HDL act	PKA-R2B act	dFosB act	PKA-R1A act	NSD2 inh	Arrestin-AP2 inh	CDK5 p35 inh	SUMO Mot1 rescue	MITF act	SR-BI HDL uptake
O=C(Nc1ccc(O)cc1)c1ccccc1OCc1ccccc1	119	-68	-12	-5	-2	1	5	-0.3	-3	-12	68
O=C(N/N=C/c1ccc2cccc(OCc3ccccc3)c2n1)c1ccc(Br)cc1	.	-62	1	2	-5	-4	0	.	-19	1	62
O=C(Oc1cccc2cccnc12)c1ccc2c(c1)OCCO2	106	14	9	-9	-12	0	-9	1.1	-9	-13	-14
COc1ccc(N2C(=O)CCC2(C#N)c2ccc(Br)cc2)cc1 (configuration not stated)	.	9	-1	0	0	1	5	-0.9	6	.	-9
Cc1ccc2[nH]c3c(Cl)ncnc3c2c1	90	-10	.	-33	.	-1	40	0.5	6	.	10
Cc1ccc(NC2(C(N)=O)CCCC2)cc1	116	-13	-6	-1	-8	1	33	1.0	.	5	13
O=C(Cc1ccccc1)NCCSCc1ccccc1	.	-6	-15	1	-14	1	0	0.1	5	2	6
O=C(Nn1cc(C(=O)Nc2ccccc2F)c2ccccc2c1=O)c1cnccn1	.	-25	1	-4	4	1	-36	-0.2	4	-19	25
O=C(CSc1nnc(-c2ccncc2)n1Cc1ccco1)Nc1cccc(O)c1	100	-18	-5	-3	-7	-2	5	0.8	2	-1	18
COc1ccc(/C=C/C(=O)N(C)C2(C)CCS(=O)(=O)C2)cc1 (configuration not stated)	.	15	-9	0	-5	0	-7	-0.2	-8	-4	-15
COc1ccc(/C=N\NC(=O)c2nn(C)cc2Cl)cc1CN1CCOCC1	130	8	9	-11	-3	0	36	0.7	1	-8	-8
O=C(CSc1c2c(nc3cc(Cl)ccc13)CCCC2)NCc1ccco1	.	.	3	-1	-4	2	17	0.0	22	3	15
Cc1cc(C)c2nc(N3CCCC3)c(C#N)cc2c1	.	-16	2	-6	9	-5	9	-0.1	10	-5	16
COCC(C)NC(=O)c1cc(S(=O)(=O)N2CCCCC2)ccc1N1CCOCC1 (configuration not stated)	.	15	-6	-3	-2	-2	4	-4.1	-2	-6	-15
CCCCn1c(N)c(N(Cc2ccccc2OC)C(=O)C(C)Oc2ccc(Br)cc2)c(=O)[nH]c1=O (configuration not stated)	103	25	-2	-4	-9	-2	-10	0.0	.	-7	-25
COC(=O)c1cc(OC)c(OC)cc1NC(=O)Nc1ccccc1OC	98	-28	-1	4	13	0	0	-1.0	965	.	28
COc1ccc(-n2c(=S)[nH]c3cc(C(=O)N(C)Cc4ccccc4)ccc3c2=O)cc1	92	-15	-6	-6	16	1	22	-0.4	-5	-27	15
COc1ccc(C(CCNCc2ccccc2F)c2ccc(F)cc2)cc1 (configuration not stated)	.	-12	-6	2	-10	-1	10	0.6	-1	11	12
COc1ccc(C(=O)N2N=C(c3cccs3)CC2c2ccccc2O)cc1 (configuration not stated)	114	-5	2	-8	-6	2	4	0.1	-20	-10	5
CS(=O)(=O)N1CCN(c2ccc(NC(=O)c3ccc(Br)o3)cc2)CC1	94	-5	4	4	-14	0	-3	-0.9	-15	?	5
COc1ccccc1OCCN1C(=O)S/C(=C\c2ccco2)C1=O	99	.	-7	-10	-5	2	4	0.5	-6	12	.
Nn1cnn(Cc2ccccc2)c1=S	94	0	-4	1	3	-8	-2	1.0	74	4	0
COc1ccc(CCNC(=O)CNC(=O)c2ccccc2Br)cc1OC	118	.	-7	-8	6	0	24	-3.5	22	10	.
COc1ccccc1/C=C/C=N/n1c(-c2ccncc2)n[nH]c1=S	98	2	-4	-2	13	6	-3	1.6	6	15	-2
Cc1ccc(SCC(=O)Nc2ccc3c(c2)OCCO3)cc1	101	31	3	-2	1	-2	3	0.6	-12	66	-31
Cc1ccc(C(C)C)cc1S(=O)(=O)Nc1ccncc1	98	45	-4	7	-4	-1	30	0.1	498	7	-45
CN(C)S(=O)(=O)c1cccc(NC(=O)CNCC2CCCCC2)c1	100	18	4	-5	6	0	21	-1.3	40	-7	-18
Cc1cc(=O)[nH]c2ccc(Cl)cc12	101	21	-16	-7	-1	7	-6	-0.4	-15	-39	-21
COc1ccc(O)c(C(=O)c2cnc3c(c2)c(=O)[nH]c(=O)n3C)c1	85	8	2	-1	1	2	4	-1.1	3	-2	-8
O=C(COC(=O)CN1C(=O)NC2(CCCC2)C1=O)Nc1ccccc1C(F)(F)F	101	28	-2	1	9	-2	3	-1.3	-3	6	-28
CCn1nc(NC(=O)c2ccco2)c2cc3ccc(C)cc3nc21	95	-51	4	-4	-11	-8	12	0.5	-2	-5	51
C/C=N/NC(=O)CCNC(=O)c1ccccc1	.	20	4	6	1	-1	2	-1.1	-9	0	-20
COc1ccc(/C=N\NC(=O)c2ccccc2F)cc1COc1ccc(F)cc1	95	-10	-1	-1	-4	-2	17	1.4	37	-4	10
C/C=C/C(=O)OCC(=O)Nc1ccc(SC(F)F)cc1	112	0	-1	-2	-9	0	-30	1.5	-26	20	0
COc1ccc(Cl)cc1C(=O)NNC(=O)c1nn(C)c(=O)c2ccccc12	.	-26	7	-14	3	0	-5	-1.2	-1	-2	26
COc1ccc(-n2nc(C(=O)NCC(=O)N3CCN(C)CC3)c3ccccc3c2=O)cc1	112	.	-4	3	-2	7	19	-1.9	15	10	.
CCn1cc(C(=O)NCCc2ccccc2)c(=O)c2cc(S(=O)(=O)N(C)C)ccc21	96	-61	5	-5	-9	-3	6	2.5	-15	-6	61
COc1ccc(NS(=O)(=O)c2c(C)n(C)c(=O)n(C)c2=O)cc1OC	100	-4	-7	0	3	.	-8	0.0	6	1	4
CCNc1nc(SCc2ccccc2)nc(N2CCOCC2)n1	.	-34	-12	-9	-1	-8	-11	-1.9	-5	12	34
O=C(NCCN1CCN(c2ccccc2)CC1)c1ccc2c(c1)[nH]c(=S)n1c3ccccc3nc21	.	-14	3	-15	4	-1	13	-0.1	3	-3	14
Cc1cnnc2c1-c1no[n+]([O-])c1CC2	92	30	1	2	0	-2	25	1.2	5	-6	-30
O=C1NC2(CCCCC2)C(=O)N1/N=C/c1ccc(O)cc1O	100	-13	9	-12	-4	3	10	0.8	2	19	13
O=C(/C=C/c1ccc(S(=O)(=O)N2CCOCC2)cc1)NCCCn1ccnc1	91	.	1	-1	1	15	-7	-0.7	6	2	.

Arranged by SMILES length (ascending): part of the list above
SMILES	Pemphigus Ab inh	SR-BI DiI-HDL act	PKA-R2B act	dFosB act	PKA-R1A act	NSD2 inh	Arrestin-AP2 inh	CDK5 p35 inh	SUMO Mot1 rescue	MITF act	SR-BI HDL uptake
Cc1cc(=O)[nH]c2ccc(Cl)cc12	101	21	-16	-7	-1	7	-6	-0.4	-15	-39	-21
C/C=N/NC(=O)CCNC(=O)c1ccccc1	.	20	4	6	1	-1	2	-1.1	-9	0	-20
Cc1cnnc2c1-c1no[n+]([O-])c1CC2	92	30	1	2	0	-2	25	1.2	5	-6	-30
CCNc1nc(SCc2ccccc2)nc(N2CCOCC2)n1	.	-34	-12	-9	-1	-8	-11	-1.9	-5	12	34
C/C=C/C(=O)OCC(=O)Nc1ccc(SC(F)F)cc1	112	0	-1	-2	-9	0	-30	1.5	-26	20	0
CCn1nc(NC(=O)c2ccco2)c2cc3ccc(C)cc3nc21	95	-51	4	-4	-11	-8	12	0.5	-2	-5	51
COc1ccc(/C=N\NC(=O)c2ccccc2F)cc1COc1ccc(F)cc1	95	-10	-1	-1	-4	-2	17	1.4	37	-4	10
COc1ccc(NS(=O)(=O)c2c(C)n(C)c(=O)n(C)c2=O)cc1OC	100	-4	-7	0	3	.	-8	0.0	6	1	4
COc1ccc(O)c(C(=O)c2cnc3c(c2)c(=O)[nH]c(=O)n3C)c1	85	8	2	-1	1	2	4	-1.1	3	-2	-8
O=C(COC(=O)CN1C(=O)NC2(CCCC2)C1=O)Nc1ccccc1C(F)(F)F	101	28	-2	1	9	-2	3	-1.3	-3	6	-28
CCn1cc(C(=O)NCCc2ccccc2)c(=O)c2cc(S(=O)(=O)N(C)C)ccc21	96	-61	5	-5	-9	-3	6	2.5	-15	-6	61
O=C(NCCN1CCN(c2ccccc2)CC1)c1ccc2c(c1)[nH]c(=S)n1c3ccccc3nc21	.	-14	3	-15	4	-1	13	-0.1	3	-3	14

Complete entries as entered above. Screens in order: Pemphigus Ab inh	SR-BI DiI-HDL act	PKA-R2B act	dFosB act	PKA-R1A act	NSD2 inh	Arrestin-AP2 inh	CDK5 p35 inh	SUMO Mot1 rescue	MITF act	SR-BI HDL uptake
O=C(NCCN1CCN(c2ccccc2)CC1)c1ccc2c(c1)[nH]c(=S)n1c3ccccc3nc21 reads .	-14	3	-15	4	-1	13	-0.1	3	-3	14
CCn1nc(NC(=O)c2ccco2)c2cc3ccc(C)cc3nc21 reads 95	-51	4	-4	-11	-8	12	0.5	-2	-5	51
